SENP7 block = blocks the human protease SENP7; recombinant SENP7, Z-RLRGG-aminoluciferin luminescence, 40 min; AID 434973; 1.5% of 330,000 active; inhibition, % at 5 µM;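 active = inhibition above about 50% at the single test dose, limit read from the data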;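 also: plate controls were DMSO with enzyme for no effect and no enzyme buffer wells for full effect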
Target sequence (Q9BQF6 706-1050 limits assumed): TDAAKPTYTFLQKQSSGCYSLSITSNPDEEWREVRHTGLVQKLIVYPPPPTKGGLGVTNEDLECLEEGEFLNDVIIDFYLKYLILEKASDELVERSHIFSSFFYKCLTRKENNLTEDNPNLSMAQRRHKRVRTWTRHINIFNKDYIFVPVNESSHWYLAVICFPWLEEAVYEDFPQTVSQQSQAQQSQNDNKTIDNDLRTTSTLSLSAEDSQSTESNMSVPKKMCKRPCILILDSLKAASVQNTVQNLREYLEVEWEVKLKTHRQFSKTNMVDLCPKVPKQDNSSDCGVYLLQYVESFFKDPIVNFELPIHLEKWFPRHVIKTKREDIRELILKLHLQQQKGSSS
SENP8 block = SENP8 (human) protease inhibition; Q96LD8; recombinant SENP8, Nedd8 substrate fluorescence; inhibition, % at 20 µM; 0.64% of 360,000 active; AID 602440; in the data active = inhibition mostly above about 40%, no sharp cut-off; inactive = mostly below about 27%
Target sequence (Q96LD8 whole entry, looked up): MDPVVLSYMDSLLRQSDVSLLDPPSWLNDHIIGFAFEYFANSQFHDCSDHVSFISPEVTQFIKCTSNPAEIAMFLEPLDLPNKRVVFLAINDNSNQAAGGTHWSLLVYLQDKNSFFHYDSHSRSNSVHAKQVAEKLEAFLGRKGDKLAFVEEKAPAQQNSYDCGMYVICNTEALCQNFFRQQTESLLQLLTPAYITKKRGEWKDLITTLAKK
SENP6 block = inhibitors of human SENP6 protease; Q9GZR1; Recombinant SENP6 catalytic domain, aminoluciferin luminescence; inhibition, % at 10 µM; 1.8% of 330,000 active; AID 2599;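 active = inhibition above about 50% at the single tested dose, limit read from the data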;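 also: plate controls were DMSO wells with enzyme for no effect and DMSO wells lacking enzyme for full effect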
HKDC1 inhibitor = blocks human hexokinase HKDC1 activity | Q2TB90 | recombinant HKDC1, G6PDH/diaphorase resazurin coupled fluorescence | inhibition, % at 20 µM | 0.16% of 340,000 active;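 active = inhibition above about 35% when tested at 20 µM, limit read from the data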;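 also: plate controls were DMSO wells with enzyme for no effect and DMSO wells lacking enzyme for full effect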
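System: Recombinant HKDC1 hexokinase | Amount: HKDC1 at 5 µg/mL | Reagent: Glucose with 1 mM ATP | Doses: Single 20 µM dose | Incubation: Reaction time 90 min, room temperature, protected from light | Signal: Coupled resazurin fluorescence, excitation 525 nm, emission 613 nm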
MPTP inh = permeability transition pore inhibition; isolated mouse mitochondria, Ca2+ swelling absorbance, 30 min; inhibition, % at 10 µM; 1.4% of 360,000 active; AID 602449;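 active = inhibition of 50% or more, scaled per plate between neutral and stimulator controls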;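 also: 0% = DMSO wells given calcium and 100% = 1 mM EGTA wells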
NR3A LBD binder = NR3A (human) ligand-binding domain modulation; NR3A LBD differential scanning fluorimetry, Tm shift; 0% = protein alone, 100% = glycine-bound protein; Tm shift relative to glycine control, % at 25 µM; 2.5% of 340,000 active;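 active = melting temperature shift of at least 10% of the positive control shift, at one fixed dose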
PfGluPho inh = PfG6PD (Plasmodium falciparum) enzyme inhibition; inhibition, % at 20 µM; PfGluPho enzyme, NADPH resazurin-diaphorase fluorescence; 0.78% of 350,000 active;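 active = inhibition reaching at least a set limit at 20 µM in the primary screen, cut at about 59% in these data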;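 also: 0% = DMSO wells with substrate and 100% = DMSO wells lacking glucose-6-phosphate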
ATG4B inhibitor = blocks human ATG4B protease cleavage of LC3 substrate | ATG4B cleavage of LC3-PLA2, NBD-HPC fluorescence, 1 h | inhibition, % at 8.33 µM | 0.51% of 340,000 active | AID 504462; in the data active = inhibition above about 40%
Target sequence (Q9Y4P1 whole entry, looked up): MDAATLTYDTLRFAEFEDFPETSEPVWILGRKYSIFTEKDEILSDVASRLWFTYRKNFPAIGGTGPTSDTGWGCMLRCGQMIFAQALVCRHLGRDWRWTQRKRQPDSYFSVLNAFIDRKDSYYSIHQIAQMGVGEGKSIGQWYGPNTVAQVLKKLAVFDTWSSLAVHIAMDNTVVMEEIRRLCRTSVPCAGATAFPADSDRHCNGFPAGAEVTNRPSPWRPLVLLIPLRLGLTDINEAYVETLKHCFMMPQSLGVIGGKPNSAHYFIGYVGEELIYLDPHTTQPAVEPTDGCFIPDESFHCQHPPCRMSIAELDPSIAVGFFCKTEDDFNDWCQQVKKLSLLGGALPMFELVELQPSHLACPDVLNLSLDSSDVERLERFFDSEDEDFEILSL
* hit, by the source's call. Some of the compounds tested; the hit share may differ from the screen's.

CN(C(=O)c1ccc(Cl)nc1)C1(c2ccccc2Cl)CCCCC1=O (stereo not drawn) was read as SENP7 block -4, SENP8 block 10, SENP6 block -6, HKDC1 inhibitor 9, MPTP inh -0.2, NR3A LBD binder -1, PfGluPho inh 8 and ATG4B inhibitor -12.
Screening COc1cc(C2c3cc4c(cc3CC3COC(=O)C32)OCO4)cc(OC)c1OC (stereo not drawn) returned SENP7 block 8, SENP8 block 8, SENP6 block 12, HKDC1 inhibitor 8, MPTP inh 0.3, NR3A LBD binder 1, PfGluPho inh -9 and ATG4B inhibitor -13.
`CN1CCN(c2ccc3c(c2)S(=O)(=O)c2ccccc2C3=O)CC1` gave SENP7 block -4, SENP8 block -6, SENP6 block -6, HKDC1 inhibitor -2, MPTP inh 0.9, NR3A LBD binder 0, PfGluPho inh 0 and ATG4B inhibitor -13.
`COc1cccc(NC(=O)CN2CC(c3ccccc3)CC2=O)c1` (stereo not drawn) gave SENP7 block 5, SENP8 block -3, SENP6 block 7, HKDC1 inhibitor -7, MPTP inh -1.0, NR3A LBD binder -1, PfGluPho inh 11 and ATG4B inhibitor 4.
CCOc1ccc(-n2c(O)c(C=Nc3ccc(N(CC)CC)cc3)c(=O)[nH]c2=O)cc1 was read as SENP7 block -3, SENP8 block -16, SENP6 block -12, HKDC1 inhibitor 10, MPTP inh 2.0, NR3A LBD binder -5, PfGluPho inh 27 and ATG4B inhibitor -8.
For CC(C)Oc1ccc(Cc2c(O)[nH]c(=O)[nH]c2=O)cc1 the results were SENP7 block 0, SENP6 block 7, HKDC1 inhibitor -3, NR3A LBD binder 2, PfGluPho inh 5 and ATG4B inhibitor 9.
`C=CCC1(CN2CCCC2=O)C(=O)NC(=O)NC1=O` gave SENP7 block 1, SENP8 block 4, SENP6 block 9, HKDC1 inhibitor -2, MPTP inh -0.5, NR3A LBD binder 0, PfGluPho inh -10 and ATG4B inhibitor -1.
Screening CCN(CC(=O)Nc1ccc(NC(C)=O)cc1)C(=O)CSC(c1ccccc1)c1ccccc1 returned SENP7 block -12, SENP8 block 5, SENP6 block -9, HKDC1 inhibitor 0, MPTP inh -0.1, NR3A LBD binder 0, PfGluPho inh -4 and ATG4B inhibitor -7.
`Cc1ccc(CN2CCN(C)CC2)c(C)c1` gave SENP7 block -3, SENP8 block 5, SENP6 block -13, HKDC1 inhibitor -3, MPTP inh -0.7, NR3A LBD binder 2, PfGluPho inh -13 and ATG4B inhibitor 0.
For CCOC(C(=O)OCCCN(CC)CC)(c1ccccc1)c1ccccc1 the results were SENP7 block -6, SENP8 block 24, SENP6 block 3, HKDC1 inhibitor -9, MPTP inh -0.7, NR3A LBD binder 0, PfGluPho inh 6 and ATG4B inhibitor -7.
`Cc1cc(C(=O)OCC(=O)Nc2ccccc2F)c(C)n1C1CC1` gave SENP7 block -9, SENP8 block -1, SENP6 block 4, HKDC1 inhibitor 1, MPTP inh -0.2, NR3A LBD binder 0, PfGluPho inh -12 and ATG4B inhibitor 8.
`O=S(=O)(NC1CN2CCC1CC2)c1ccc(Cl)cc1` (stereo not drawn) gave SENP7 block 5, SENP8 block 0, SENP6 block -6, HKDC1 inhibitor -5, MPTP inh 0.2, NR3A LBD binder 0, PfGluPho inh 2 and ATG4B inhibitor -1.
Screening O=C(CF)NC(NC(=S)Nc1ccccc1O)C(Cl)(Cl)Cl (stereo not drawn) returned SENP7 block -10, SENP8 block 15, SENP6 block 1, HKDC1 inhibitor 2, MPTP inh -3.8, NR3A LBD binder 1, PfGluPho inh 16 and ATG4B inhibitor 0.
Screening O=C1NC(=O)N(c2ccc(Cl)cc2)C(=O)/C1=C/c1coc2ccc(O)cc2c1=O returned SENP7 block 2, SENP8 block -40, SENP6 block 7, HKDC1 inhibitor 9, MPTP inh 14, NR3A LBD binder 0, PfGluPho inh 25 and ATG4B inhibitor 23.
Screening O=Cc1cn(Cc2c(F)cccc2Cl)nc1-c1ccccc1 returned SENP7 block 4, SENP8 block 11, SENP6 block -3, HKDC1 inhibitor 2, MPTP inh 3.2, NR3A LBD binder -1, PfGluPho inh -3 and ATG4B inhibitor 23.
Screening COc1ccccc1N1CCN(Cc2cccc(Br)c2)CC1 returned SENP7 block -5, SENP8 block 17, SENP6 block -1, HKDC1 inhibitor -2, MPTP inh 0.7, NR3A LBD binder 2, PfGluPho inh 10 and ATG4B inhibitor 3.
Screening CN(C)N=O returned SENP7 block 8, SENP8 block -3, SENP6 block -13, HKDC1 inhibitor -8, MPTP inh -0.8, NR3A LBD binder 2, PfGluPho inh -1 and ATG4B inhibitor 2.
For O=C(CCC(=O)N1C[C@H]2C[C@@H](C1)c1cccc(=O)n1C2)NCc1cccc(C(F)(F)F)c1 the results were SENP7 block -5, SENP8 block 50*, SENP6 block -3, HKDC1 inhibitor -7, MPTP inh -0.8, NR3A LBD binder -2, PfGluPho inh -2 and ATG4B inhibitor -19.
Screening CCOC(=O)c1c(C)n(CC(O)CN2CCOCC2)c2cc(Br)c(OC)cc12 (stereo not drawn) returned SENP7 block 13, SENP8 block 1, SENP6 block 6, HKDC1 inhibitor 0, MPTP inh 7.6, NR3A LBD binder 2, PfGluPho inh 8 and ATG4B inhibitor -5.
Screening CC(CC(C#N)(c1ccccc1)c1ccccc1)N1CCOCC1 (stereo not drawn) returned SENP8 block 5, HKDC1 inhibitor -5, MPTP inh -0.5, NR3A LBD binder -2, PfGluPho inh 4 and ATG4B inhibitor -6.
COC(=O)C1=C(c2ccc(Cl)c(C(F)(F)F)c2)C[C@@H]2CC[C@H]1N2C(=O)N1CCCC1 was read as SENP7 block 2, SENP8 block 10, SENP6 block -20, HKDC1 inhibitor 4, MPTP inh -0.7, NR3A LBD binder -1, PfGluPho inh 14 and ATG4B inhibitor -10.
CCc1cc2c(s1)N(CC(=O)OC)C(=O)CN=C2c1ccccc1OC was read as SENP7 block -10, SENP8 block 2, SENP6 block -6, HKDC1 inhibitor -1, MPTP inh -0.9, NR3A LBD binder 0, PfGluPho inh -14 and ATG4B inhibitor -4.
Screening COC(=O)C1C(O)CC2CCC1N2C (stereo not drawn) returned SENP7 block -3, SENP8 block -1, SENP6 block -6, HKDC1 inhibitor 3, MPTP inh -0.9, NR3A LBD binder 0, PfGluPho inh 16 and ATG4B inhibitor -4.
Cc1ccc(N2C(=O)CC(=O)NC2=O)cc1Cl was read as SENP7 block -11, SENP8 block 10, SENP6 block 12, HKDC1 inhibitor 1, MPTP inh -1.4, NR3A LBD binder 0, PfGluPho inh -16 and ATG4B inhibitor -1.
Screening COc1cccc(NC(=O)[C@@H](NC(=O)N2C[C@H]3C[C@@H](C2)c2cccc(=O)n2C3)C(C)C)c1 returned SENP7 block 4, SENP8 block -2, SENP6 block -21, HKDC1 inhibitor -2, MPTP inh 0.2, NR3A LBD binder 0, PfGluPho inh -9 and ATG4B inhibitor -21.
Screening Cc1c(C(c2ccc(F)cc2)c2c(O)c3ccccc3oc2=O)c(=O)n(-c2ccccc2)n1C (stereo not drawn) returned SENP7 block 9, SENP8 block -43, SENP6 block 4, HKDC1 inhibitor 10, MPTP inh -2.3, NR3A LBD binder 7, PfGluPho inh -20 and ATG4B inhibitor 3.
NS(=O)(=O)c1ccc(N=Cc2c(O)n(C3CCCCC3)c(=O)n(C3CCCCC3)c2=O)cc1 was read as SENP7 block 2, SENP8 block -229, SENP6 block 17, HKDC1 inhibitor 13, MPTP inh 5.7, NR3A LBD binder 14*, PfGluPho inh 28 and ATG4B inhibitor -23.
`Cc1ccc(-n2c(C)nc3ccccc3c2=O)c(C)c1` gave SENP7 block -11, SENP8 block 8, SENP6 block -12, HKDC1 inhibitor -5, MPTP inh 1.1, NR3A LBD binder 3, PfGluPho inh -5 and ATG4B inhibitor -4.
Screening CN1CCC2(CC1)N=C(c1ccc(F)cc1)C(=S)N2 returned SENP7 block 5, SENP8 block 12, SENP6 block 3, HKDC1 inhibitor -8, MPTP inh -1.4, NR3A LBD binder 0, PfGluPho inh 25 and ATG4B inhibitor -1.
Screening CCC(C)(O)C(=O)OC1C(=O)OC2CC3C(C)=CC(=O)C(O)C3(C)C3C4(O)OCC23C1C(C)C4O (stereo not drawn) returned SENP8 block 16, HKDC1 inhibitor -3, MPTP inh -0.7, NR3A LBD binder 0, PfGluPho inh -11 and ATG4B inhibitor 12.
Screening Cc1cccc(OP(=O)(Oc2cccc(C)c2)OC(c2ccccc2)C(F)(F)F)c1 (stereo not drawn) returned SENP7 block -2, SENP8 block 32, SENP6 block 3, HKDC1 inhibitor -6, MPTP inh 4.4, NR3A LBD binder 2, PfGluPho inh 49 and ATG4B inhibitor 34.
Screening CCCOc1ccc(C(C)=O)cc1Cc1c(O)[nH]c(=S)[nH]c1=O returned SENP7 block -6, SENP8 block 18, SENP6 block 4, HKDC1 inhibitor 4, MPTP inh 0.8, NR3A LBD binder 2, PfGluPho inh -9 and ATG4B inhibitor 4.
`CCN1CCN(C(=O)COc2ccc(S(=O)(=O)NC(C)C)cc2)CC1` gave SENP7 block -1, SENP8 block 11, SENP6 block 3, HKDC1 inhibitor -13, MPTP inh 1.4, NR3A LBD binder 2, PfGluPho inh 7 and ATG4B inhibitor -10.
COC(=O)C1=C(c2cccc(OCc3ccccc3)c2)C[C@@H]2CC[C@H]1N2C(=O)NC1CCN(Cc2ccccc2)CC1 was read as SENP7 block -19, SENP8 block 12, SENP6 block -8, HKDC1 inhibitor -2, MPTP inh -0.2, NR3A LBD binder 1, PfGluPho inh 8 and ATG4B inhibitor -6.
For Cc1oc2ccc(OC(=O)N(C)C)cc2c1C(=O)OC(C)C the results were SENP7 block -1, SENP8 block 6, SENP6 block -1, HKDC1 inhibitor -1, MPTP inh 0.6, NR3A LBD binder 0, PfGluPho inh -15 and ATG4B inhibitor 2.
Screening CCN1CCN(Cc2ccc(OC(F)(F)F)cc2)CC1 returned SENP7 block 2, SENP8 block 8, SENP6 block -4, HKDC1 inhibitor -9, MPTP inh -0.7, NR3A LBD binder 0, PfGluPho inh 9 and ATG4B inhibitor -13.
Screening COc1ccc(NC(=O)c2cn(CCC#N)nc2-c2cccc(Br)c2)cc1 returned SENP7 block -4, SENP8 block 5, SENP6 block 17, HKDC1 inhibitor -2, MPTP inh 0.4, NR3A LBD binder -7, PfGluPho inh 16 and ATG4B inhibitor -5.

Fetched one by one from above, 6 records:
Screening CCN1CCN(Cc2ccc(OC(F)(F)F)cc2)CC1 returned SENP7 block 2, SENP8 block 8, SENP6 block -4, HKDC1 inhibitor -9, MPTP inh -0.7, NR3A LBD binder 0, PfGluPho inh 9 and ATG4B inhibitor -13.
Cc1ccc(N2C(=O)CC(=O)NC2=O)cc1Cl was read as SENP7 block -11, SENP8 block 10, SENP6 block 12, HKDC1 inhibitor 1, MPTP inh -1.4, NR3A LBD binder 0, PfGluPho inh -16 and ATG4B inhibitor -1.
CCc1cc2c(s1)N(CC(=O)OC)C(=O)CN=C2c1ccccc1OC was read as SENP7 block -10, SENP8 block 2, SENP6 block -6, HKDC1 inhibitor -1, MPTP inh -0.9, NR3A LBD binder 0, PfGluPho inh -14 and ATG4B inhibitor -4.
`Cc1ccc(-n2c(C)nc3ccccc3c2=O)c(C)c1` gave SENP7 block -11, SENP8 block 8, SENP6 block -12, HKDC1 inhibitor -5, MPTP inh 1.1, NR3A LBD binder 3, PfGluPho inh -5 and ATG4B inhibitor -4.
Screening Cc1c(C(c2ccc(F)cc2)c2c(O)c3ccccc3oc2=O)c(=O)n(-c2ccccc2)n1C (stereo not drawn) returned SENP7 block 9, SENP8 block -43, SENP6 block 4, HKDC1 inhibitor 10, MPTP inh -2.3, NR3A LBD binder 7, PfGluPho inh -20 and ATG4B inhibitor 3.
Screening COc1cccc(NC(=O)[C@@H](NC(=O)N2C[C@H]3C[C@@H](C2)c2cccc(=O)n2C3)C(C)C)c1 returned SENP7 block 4, SENP8 block -2, SENP6 block -21, HKDC1 inhibitor -2, MPTP inh 0.2, NR3A LBD binder 0, PfGluPho inh -9 and ATG4B inhibitor -21.

Screens as filed in PubChem BioAssay.
